TRb SRC2 PPI: disrupts binding of human TR beta to SRC2; P10828; TRbeta-SRC2 peptide binding, fluorescence polarization; receptor liganded with 1 µM T3; Potency, µM (top dose mostly 106 µM), without a hit: at the highest dose activity change, negative = inhibition, hits mostly inhibitors; 0.065% of 280,000 active;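 also: plate controls were bound peptide for no effect and peptide without receptor for full effect; nearly all actives have a fitted effect of over 50% in size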
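Binding of a 20-amino-acid Texas Red SRC2 peptide (20 nM) to TRb ligand-binding domain (0.6 uM) with agonist T3 at 1 uM was followed by fluorescence polarization after a 5 hr room-temperature incubation.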
GAA inh: blocks human lysosomal alpha-glucosidase; purified human GAA, 4-MU-alpha-glucoside fluorescence; Potency, µM (highest dose often 76.9 µM), for the others: at the highest dose activity change, negative = inhibition, most hits filed as inhibitors; 0.005% of 200,000 active; AID 1466;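 also: plate controls were uninhibited enzyme wells for no effect and no-enzyme background for full effect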
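Compounds are titrated up to 77 uM against 4 nM human enzyme. Substrate 4-methylumbelliferyl-alpha-D-pyranoside (400 uM) reacts 20 min at room temperature in pH 5.0 buffer; liberated 4-methylumbelliferone is read at 440 nm.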
RECQ1 helicase: blocks DNA unwinding by human RECQ1. P46063. RECQ1 DNA unwinding, red fluorescence kinetic read. Potency, µM (top dose mostly 57.3 µM), without a hit: at the highest dose activity, negative = inhibition, most hits filed as inhibitors. 0.54% of 240,000 active. AID 2549;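 also: plate controls were vehicle for no effect and no enzyme for full effect; nearly all actives have a fitted effect of over 30% in size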
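RECQ1T1 50 nM; forked duplex (20 bp + 30-nt ss tails) 200 nM, ATP 2 mM final; pH 8.0, 2 mM MgCl2, 2.5 ug/ml poly(dI-dC); 15 min compound preincubation; discontinuous kinetic read over 2 h at RT.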
RGS12 GoLoco inh: blocks human Gai1 binding to RGS12 GoLoco peptide, red readout | Potency, µM (highest dose often 61.6 µM), for the others: top-dose activity, negative = inhibition, most hits filed as inhibitors | 0.44% of 230,000 active | AID 880 | Gai1:RGS12 GoLoco peptide FP, rhodamine, 10 min; active = well fitted inhibition curve with a large enough effect, not every such curve was filed as active; inactive = no such curve, though single readings can be large or run the other way; also: nearly all actives have a fitted effect of over 30% in size; many of its hits are not listed in these tables
TR SRC2 fluor cs: alters Texas Red total fluorescence, flagging assay interference. Potency, µM (series often up to 106 µM), for the others: at the highest dose fluorescence change, negative = quenching. 0.29% of 280,000 active. TRb/SRC2 Texas Red total fluorescence interference; active = well fitted curve in either direction with a large enough effect; inconclusive = small, poorly fitted or top-dose-only effect
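Flags fluorescent or light-absorbing compounds by total fluorescence, S + 2P, at 555 nm excitation and 632 nm emission. Mixture: 20 nM Texas Red SRC2 peptide, 0.6 uM human TRb LBD, 1 uM T3, 5% DMSO; compound exposure 5 h at ambient temperature.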
GAA glycogen: GAA glycogen-cleavage inhibition or activation; Potency, µM (titrated, usually from 76.4 µM), inactives show at the highest dose activity change, negative = inhibition, actives largely listed as inhibitors; 0.38% of 300,000 active; recombinant GAA, glycogen substrate, Amplex Red glucose oxidase fluorescence;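 also: 0% = full enzyme reaction and -100% = no-enzyme basal signal; the screen sought inhibitors and activators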
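qHTS, 1536-well; enzyme 4 nM final; cpd up to 77 uM; substrate bovine liver glycogen 30 ug; 50 mM citrate/phosphate pH 5.0, 0.01% Tween-20; 37 C, 40 min; Amplex Red detection 45 min RT; Hill fit → AC50.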
aGlu spleen mod: inhibits or activates alpha-glucosidase in human spleen homogenate | Potency, µM (highest dose often 79.9 µM), for the others: at the top dose activity change, negative = inhibition, most hits filed as inhibitors | 0.006% of 240,000 active | P10253 | human spleen homogenate, 4-MU-alpha-glucoside fluorescence | AID 2112;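 also: 0% = enzyme with vehicle and -100% = no enzyme basal signal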
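Enzyme source: human spleen homogenate, 1 ug/well. Buffer 50 mM citric acid/K phosphate pH 5.0, 0.01% Tween-20. 4-MU-alpha-glucoside 1 mM; 37 C x 40 min; NaOH/glycine stop; fluorescence.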
L3MBTL1 inh: blocks human L3MBTL1. AlphaScreen L3MBTL1–H3K9me1 peptide binding. Potency, µM (doses to about 57.1 µM), inactives show at the highest dose activity, negative = inhibition, hits mostly inhibitors. 0.66% of 230,000 active. AID 485360; also: nearly all actives have a fitted effect of over 60% in size
Target sequence (Q9Y468 whole entry, looked up): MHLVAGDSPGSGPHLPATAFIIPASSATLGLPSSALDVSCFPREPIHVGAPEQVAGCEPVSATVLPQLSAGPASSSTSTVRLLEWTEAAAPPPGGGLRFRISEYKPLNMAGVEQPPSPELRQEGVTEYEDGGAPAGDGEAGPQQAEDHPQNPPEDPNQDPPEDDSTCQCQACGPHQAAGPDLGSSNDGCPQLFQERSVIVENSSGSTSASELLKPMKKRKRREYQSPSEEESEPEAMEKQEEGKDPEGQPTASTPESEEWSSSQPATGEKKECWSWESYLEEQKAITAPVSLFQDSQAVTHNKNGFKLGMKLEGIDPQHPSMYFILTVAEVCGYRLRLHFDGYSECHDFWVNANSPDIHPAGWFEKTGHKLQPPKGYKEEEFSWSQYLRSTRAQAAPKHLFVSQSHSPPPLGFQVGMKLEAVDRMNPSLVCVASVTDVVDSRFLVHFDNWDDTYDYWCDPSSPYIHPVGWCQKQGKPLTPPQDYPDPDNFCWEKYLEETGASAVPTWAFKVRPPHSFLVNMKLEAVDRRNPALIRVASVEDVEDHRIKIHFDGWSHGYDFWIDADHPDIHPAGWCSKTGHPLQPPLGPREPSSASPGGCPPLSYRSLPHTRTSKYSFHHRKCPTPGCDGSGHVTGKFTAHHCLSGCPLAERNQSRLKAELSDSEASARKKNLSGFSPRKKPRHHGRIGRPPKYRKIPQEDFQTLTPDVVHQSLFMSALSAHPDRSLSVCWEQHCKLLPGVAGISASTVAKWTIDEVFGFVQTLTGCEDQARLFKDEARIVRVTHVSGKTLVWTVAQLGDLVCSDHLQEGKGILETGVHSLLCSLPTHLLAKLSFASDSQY
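AlphaScreen proximity signal between nickel-chelate acceptor and streptavidin donor beads (final 10 ug/mL) reports binding of 50 nM L3MBTL1 to 75 nM biotin-H3 K9me1 peptide; complex incubated with compounds 30 min at room temperature; cefsulodin titration as control.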
* marks the source's active call; other numbers are inactive results; i = inactive; ? = inconclusive; . = not tested or not shown; [ ] = remark or other dose. Unless noted, calls follow the shape of the dose curve; as a rule, active = well fitted curve in the direction sought with a large enough effect; inconclusive = small, poorly fitted or top-dose-only effect, or another doubt; inactive = no such curve, though single readings can be large; an effect the other way counts as inactive or inconclusive. Unless noted, % is scaled to controls: 0 for no effect and ±100 for the full control effect; potency is read from the fitted curve at half-maximal effect.

SMILES | TRb SRC2 PPI | GAA inh | RECQ1 helicase | RGS12 GoLoco inh | TR SRC2 fluor cs | GAA glycogen | aGlu spleen mod | L3MBTL1 inh
O=C(Oc1ccccc1)c1ccc2nccnc2c1 | 0% | -6% | -1% | 7% | -4% | 0% | -5% | .
COc1ccc(/C=C/c2cc(=O)c3cc(Cl)ccc3o2)cc1 | -1% | -4% | -3% | 13% | -6% | 3% | 1% | 14%
O=C1NC(=O)/C(=C\c2ccc(O)cc2O)S1 | 2% | ? | 22µM* | -21% | -16% | 2.8µM* | -14% | 4µM*
Cc1cc(C(=O)CCl)c(C)n1CCc1ccc(F)cc1 | -7% | -8% | -1% | 2% | 0% | 5% | -26% | .
C#CCN1C(=O)C2C(C(=O)NC)C3C=CC2(O3)C1C(=O)NCc1ccc(OC)cc1 (stereo unspecified) | -14% | 0% | i | -8% | -3% | 12% | 1% | -3%
CNC(=O)/C(C#N)=C/c1c(N(Cc2ccccc2)Cc2ccccc2)nc2ccccn2c1=O | -2% | ? | -19% | 13% | -2% | -7% | 2% | -12%
CCSC1=C(C#N)C(c2ccccc2Cl)C(C(=O)c2cccs2)C(O)(C(F)(F)F)N1 (stereo unspecified) | -8% | 9% | 6% | -25% | -3% | -18% | -1% | -16%
O=C(COc1ccccc1)Nc1ccc(NC(=O)c2ccco2)cc1 | -1% | 1% | -6% | 5% | 0% | -3% | . | 4%
O=C(O)c1ccc(-c2nc3ccccc3s2)o1 | -1% | . | i | 0% | -1% | 5% | -7% | .
COc1ccc(N2CCCn3c2nc2c3c(=O)n(CCCc3ccccc3)c(=O)n2C)cc1 | 3% | -6% | -8% | 5% | -4% | 0% | -6% | -2%

Part of the list above in order of length of the SMILES, high to low:
SMILES | TRb SRC2 PPI | GAA inh | RECQ1 helicase | RGS12 GoLoco inh | TR SRC2 fluor cs | GAA glycogen | aGlu spleen mod | L3MBTL1 inh
CCSC1=C(C#N)C(c2ccccc2Cl)C(C(=O)c2cccs2)C(O)(C(F)(F)F)N1 (stereo unspecified) | -8% | 9% | 6% | -25% | -3% | -18% | -1% | -16%
C#CCN1C(=O)C2C(C(=O)NC)C3C=CC2(O3)C1C(=O)NCc1ccc(OC)cc1 (stereo unspecified) | -14% | 0% | i | -8% | -3% | 12% | 1% | -3%
COc1ccc(N2CCCn3c2nc2c3c(=O)n(CCCc3ccccc3)c(=O)n2C)cc1 | 3% | -6% | -8% | 5% | -4% | 0% | -6% | -2%
O=C(COc1ccccc1)Nc1ccc(NC(=O)c2ccco2)cc1 | -1% | 1% | -6% | 5% | 0% | -3% | . | 4%
Cc1cc(C(=O)CCl)c(C)n1CCc1ccc(F)cc1 | -7% | -8% | -1% | 2% | 0% | 5% | -26% | .
O=C1NC(=O)/C(=C\c2ccc(O)cc2O)S1 | 2% | ? | 22µM* | -21% | -16% | 2.8µM* | -14% | 4µM*
O=C(O)c1ccc(-c2nc3ccccc3s2)o1 | -1% | . | i | 0% | -1% | 5% | -7% | .
O=C(Oc1ccccc1)c1ccc2nccnc2c1 | 0% | -6% | -1% | 7% | -4% | 0% | -5% | .

Further results:
SMILES | TRb SRC2 PPI | GAA inh | RECQ1 helicase | RGS12 GoLoco inh | TR SRC2 fluor cs | GAA glycogen | aGlu spleen mod | L3MBTL1 inh
Cc1ccc(Oc2cc(C#N)c(C#N)cc2-n2nnc3ccccc32)cc1C | -5% | -5% | 10% | 5% | -2% | 3% | -2% | .
Cc1ccc(/C=C/C(=O)CCC(=O)O)cc1 | -2% | -4% | -7% | 8% | -1% | 10% | -5% | 7%
CCc1ccc(Nc2nnc(SCc3cc(=O)n4ccsc4n3)s2)cc1 | -15% | -2% | -12% | 1% | -6% | 5% | 7% | .
O=C(NCc1cccs1)C1CCCN(c2ncccn2)C1 (stereo unspecified) | -8% | -8% | -2% | 0% | -7% | -1% | -3% | 3%
CC(NS(=O)(=O)c1ccc(CCC(=O)NCc2cccnc2)cc1)c1ccccc1 (stereo unspecified) | -19% | 3% | i | 1% | 2% | -3% | -4% | .
CC1=[N+](CC(=O)c2ccccc2)CCn2cccc21 | 0% | ? | 5% | 16% | 5% | 8% | -5% | 3%
CCN(CC)S(=O)(=O)c1ccc2nc(NC(=O)c3cccs3)sc2c1 | -1% | -10% | -2% | 14% | -4% | 2% | -9% | -3%
COC(=O)CC1C(=O)NCCN1C(=O)CSc1nc2cc(Cl)ccc2o1 (stereo unspecified) | 2% | 5% | -2% | -2% | 2% | 2% | -26% | -2%
Cc1ccc(C(=O)NC(=C(Cl)Cl)S(=O)(=O)c2ccccc2)cc1 | -2% | -4% | 6% | 4% | 0% | 10% | -4% | ?
CCCCCc1nc2c(=O)[nH]c3ccccc3c2o1 | -2% | -11% | -7% | -2% | 0% | 11% | 0% | 4%
O=[N+]([O-])c1cccc(S(=O)(=O)NCCc2cn3ccccc3n2)c1 | -9% | . | 1% | 0% | -3% | -6% | -4% | .
O=C(/C=C/c1cn(-c2ccccc2)nc1-c1cccnc1)N1CCCC1 | 5% | -8% | i | 11% | -2% | 11% | 3% | -2%
O=c1c(Cl)c(NC2CC2)cnn1-c1ccccc1 | -2% | -1% | 1% | -8% | 1% | -8% | 1% | .
Cc1ccc(Sc2ncnc(N)c2[N+](=O)[O-])cc1 | 2% | -4% | -14% | 8% | -39% | 2% | -3% | 6%
COc1ccc(OC)c(CN2CCCC(C(=O)N3CCCCC3)C2)c1 (stereo unspecified) | -12% | -2% | i | 0% | 0% | 0% | -11% | 0%
COC(=O)CN1C(=O)C(O)(CC(=O)c2ccc(C)o2)c2ccccc21 (stereo unspecified) | 2% | -8% | -9% | -1% | 3% | 3% | 0% | .
CCCn1c(-c2ccc(F)cc2)nc2c(N3CCC(N(C)C)C3)nc(C)nc21 (stereo unspecified) | 6% | . | -1% | -2% | 4% | . | 8% | .
O=C(c1ccc(Cl)c([N+](=O)[O-])c1)N1CCN(c2ccccn2)CC1 | 3% | -2% | -4% | 5% | 1% | -1% | -7% | -5%
COc1cccc(C(=O)Nc2c3c(nn2-c2cccc(C)c2C)CS(=O)(=O)C3)c1OC | -24% | 0% | -1% | -1% | -3% | 2% | 5% | -2%
C/C=C/OC(=O)NC(c1ccccc1)[C@]1(C(C)=O)CCOC1=O (stereo partly specified) | 5%[11.2 µM] | . | 8%[11.5 µM] | . | -16%[11.2 µM] | . | 6%[17.4 µM] | .
CC(=O)Nc1ccc(NCC(O)COc2ccccc2)cc1 (stereo unspecified) | -11% | -8% | -11% | 22% | -2% | -7% | -2% | .
CN(C)c1ccc(-n2cccc2)cc1 | -7% | . | 0% | -3% | -1% | ? | 8% | ?
COc1cc(C2C(C#N)=C(N)N(c3ccc(F)cc3)C3=C2S(=O)(=O)CC3)ccc1O (stereo unspecified) | 28% | -6% | i | 18% | 17% | -28% | -6% | .
CC(C(=O)Nc1ccc(C(=O)O)cc1)N1C(=O)c2ccccc2C1=O (stereo unspecified) | 4% | 2% | i | 0% | 1% | -2% | 2% | 4%
CC1(C)CC(=O)c2c(oc3ccc(NS(=O)(=O)c4ccc(C(=O)O)cc4)cc23)C1 | -1% | ? | i | -2% | -2% | 21% | -12% | -14%
O=C(O)c1cccc(N2C(=O)C3CC=CCC3C2=O)c1 (stereo unspecified) | -6% | 0% | -6% | -2% | -5% | -1% | 0% | ?
CC(=O)Nc1ccc(S(=O)(=O)N2CCN(c3cc(C(F)(F)F)ccn3)CC2)cc1 | -3% | -9% | -10% | 3% | -2% | -4% | 3% | 4%
CCOc1c2ccc(C(=O)NCc3ccccc3OC)cc2nn1CC | -3% | 3% | -9% | 16% | 1% | 0% | -10% | 3%
COc1ccc(OCCCC(=O)NCCc2ccc(OC)c(OC)c2)cc1 | 3%[53 µM] | 4% | -4% | 3% | -1%[53 µM] | 2% | -3% | 8%
CC1CC=CC2C1C(=O)N(Cc1ccccc1)C2c1cccc([N+](=O)[O-])c1 (stereo unspecified) | -2% | . | -13% | . | -2% | . | 0% | .
O=C(CCn1c(=S)[nH]c2ccccc2c1=O)NCCCN1CCOCC1 | -15% | 2% | i | 0% | -3% | 16% | -3% | 0%
CCOc1ccc(CNC(=S)N/N=C\c2ccc([N+](=O)[O-])cc2)cc1 | -6% | -1% | -10% | 9% | -4% | -17% | -4% | 5%
Cc1cc(C(=O)CSc2nnc(-c3cccnc3)n2-c2ccccc2F)c(C)n1C | -2% | ? | -22% | 10% | 2% | -3% | -1% | -5%
Oc1ccccc1-c1nc(N2CCCC2)c2ccccc2n1 | 0% | -2% | -2% | 8% | 4% | -3% | 8% | .
N=C1SC(CC(=O)Nc2ccccc2[N+](=O)[O-])C(=O)N1c1ccccc1 (stereo unspecified) | 6% | . | -10% | -2% | -1% | -1% | -12% | .
CCCS(=O)(=O)N1CCC(C(=O)NCCN2CCCC2)CC1 | -3% | -1% | -1% | -13% | 1% | 7% | 0% | -7%
COc1ccc(C2/C=C\CN(C(=O)C3CCCCC3)C(C)C(=O)N2Cc2ccc(F)cc2)cc1 (stereo unspecified) | 0% | . | i | . | 0% | . | -1% | .
Cc1ccc(Cl)cc1N1CCN(C(=O)C(=O)N2CCCCC2)CC1 | 3% | -5% | i | 2% | 0% | 8% | -4% | -4%[11.4 µM]

Screening results deposited in PubChem BioAssay by National Center for Advancing Translational Sciences (NCATS).

The list is partial, so the mix of outcomes need not match the whole.
